Source: PubChem
MITF inh: inhibitors of human MITF; O75030; AlphaScreen MITF homodimerization, bead proximity signal; inhibition, % at 2.6 µM; 0.91% of 650,000 active; in the data active means inhibition above about 50%;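 further: 0% = vehicle wells with protein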
Target sequence (O75030 whole entry, looked up): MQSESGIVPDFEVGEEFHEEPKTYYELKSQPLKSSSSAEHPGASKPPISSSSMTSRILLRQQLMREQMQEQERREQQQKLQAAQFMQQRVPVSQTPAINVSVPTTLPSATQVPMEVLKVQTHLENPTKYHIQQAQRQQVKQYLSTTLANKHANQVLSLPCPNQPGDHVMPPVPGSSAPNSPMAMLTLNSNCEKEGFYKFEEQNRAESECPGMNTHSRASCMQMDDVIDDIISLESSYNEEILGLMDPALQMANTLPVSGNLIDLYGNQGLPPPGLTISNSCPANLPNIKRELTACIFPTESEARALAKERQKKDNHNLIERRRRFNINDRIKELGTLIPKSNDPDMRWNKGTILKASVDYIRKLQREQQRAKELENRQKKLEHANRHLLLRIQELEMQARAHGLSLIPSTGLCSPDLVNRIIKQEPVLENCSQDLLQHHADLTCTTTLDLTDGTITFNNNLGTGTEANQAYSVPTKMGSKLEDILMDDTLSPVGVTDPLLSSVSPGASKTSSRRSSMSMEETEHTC
GPR151 ag: activators of human GPR151; PathHunter beta-arrestin GPR151 cells, luminescence; 1% of 650,000 active; Q8TDV0; activation, % at 11.2 µM; in the data active means activation above about 4.9%;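 further: 0% = median of compound wells and 100% = cells with positive control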
Target sequence (Q8TDV0 whole entry, looked up): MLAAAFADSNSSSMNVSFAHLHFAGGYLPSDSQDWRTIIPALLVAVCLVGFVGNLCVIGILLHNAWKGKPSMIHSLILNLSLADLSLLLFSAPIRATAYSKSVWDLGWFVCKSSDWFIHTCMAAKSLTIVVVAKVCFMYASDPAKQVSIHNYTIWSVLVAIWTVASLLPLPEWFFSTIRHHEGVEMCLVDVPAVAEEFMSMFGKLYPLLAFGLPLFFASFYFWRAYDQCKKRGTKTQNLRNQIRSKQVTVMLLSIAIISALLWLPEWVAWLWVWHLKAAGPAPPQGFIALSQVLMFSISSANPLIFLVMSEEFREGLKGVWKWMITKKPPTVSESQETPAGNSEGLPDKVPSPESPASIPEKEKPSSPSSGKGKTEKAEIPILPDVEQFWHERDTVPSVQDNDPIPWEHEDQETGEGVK
FBW7 activator: activators of human E3 ligase FBW7; normalized activity (activation), % at 26.1 µM; 0.13% of 650,000 active; AID 1259310; AlphaScreen FBW7–phospho-cyclin E peptide binding, activator screen; Q969H0; in the data active means normalized activity above about 1.9%;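 further: purified mutant Fbw7 with reduced substrate affinity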
TEAD-YAP block: TEAD-YAP interaction inhibition | HEK-TIYL cells, TEAD-Gal4/YAP UAS-luciferase luminescence | inhibition, % at 9.12 µM | 1.4% of 640,000 active | AID 1259422; in the data active means inhibition above about 32%;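 further: 0% = median of test compound wells and 100% = reference inhibitor wells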
* = called active by the depositor. An unsorted share of the library. Share with any hit: about 3.5%.

Value order: MITF inh, GPR151 ag, FBW7 activator, TEAD-YAP block
> CCOC(=O)Cn1c(=O)oc2cc(S(=O)(=O)Nc3ccc(C(C)C)cc3)ccc21
 : 5, -1.6, -0.1, 0
> O=C(O)C1Cc2c([nH]c3ccccc23)C(c2c(O)ccc3ccccc23)N1 (stereo not drawn)
 : -5, -0.5, -0.4, -8
> CN(C)CCN1C(=O)C(CC(=O)Nc2cccc([N+](=O)[O-])c2)SC1=Nc1ccccc1 (stereo not drawn)
 : 6, 5.2*, 0.2, -13
> O=C(O)C1=NC=CN2CCS(=O)(=O)N=C12
 : -10, -0.8, -0.1, -4
> O=C(CSc1nc2ccsc2c(=O)n1Cc1ccc(F)cc1)N1CCCC1
 : -2, 0.1, 0.1, 2
> COc1ccc(CCN2C(=O)CC(C(=O)Nc3ccc(C)cc3C)SC2=Nc2ccccc2)cc1 (stereo not drawn)
 : -4, 2.0, 0.0, -7
> O=C1CC(c2ccccc2)CC2=C1C=Nc1ccccc1N2 (stereo not drawn)
 : 9, -0.8, 0.1, 10
> COc1cc(-c2cc(=O)oc(-c3ccc(Br)cc3)n2)cc(OC)c1OC
 : -3, 2.1, -0.5, 7
> CCCCNC(=O)c1sc2nc3n(c(=O)c2c1C)CCCC3
 : 11, -1.2, -0.1, -25
> C=CCn1c(Cc2ccc(OC)cc2)nnc1SCC(N)=O
 : 19, -0.5, 0.1, 3
> CCCOC(=O)c1ccc(NC(=O)c2c(O)c3ccccc3[nH]c2=O)cc1
 : -12, -0.6, 0.0, -1
> CC1(C)CC(NC(=O)COc2cccc3ccccc23)CC(C)(C)N1
 : 12, 2.5, -0.1, -9
> CC1CCCCC1NC(=O)c1cc2c(=O)n3ccccc3nc2n1C (stereo not drawn)
 : 1, -0.2, 0.0, -11
> CCN(CC)S(=O)(=O)c1ncn[nH]1
 : -10, -0.3, 0.0, -5
> Cc1ccc(NC(=O)CN(c2cccc(Cl)c2)S(C)(=O)=O)cc1Cl
 : 0, -0.3, 0.0, 0
> Cc1c(Cl)cccc1N1C(=O)C2C3c4ccccc4C(C)(c4ccccc43)C2C1=O (stereo not drawn)
 : -11, 0.5, -0.1, -19
> CC(=O)N(C)c1nc(-c2ccccc2)ccc1C(=O)NCc1ccc(F)cc1
 : -3, -0.6, -0.1, 8
> O=C(CCn1c(=S)[nH]c2ccccc2c1=O)NCCCN1CCOCC1
 : -3, -0.4, 0.0, -1
> COc1ccc(NC(=O)CCCCCn2c(SCC(=O)NCCc3ccc(OC)c(OC)c3)nc3ccsc3c2=O)cc1
 : 15, 0.6, 0.3, 24
> CCCN1C(=O)/C(=C2\SC(=S)N(CCOC)C2=O)c2cc(Br)ccc21
 : 19, -1.1, 0.0, 6

Further results follow.
Value order: MITF inh, GPR151 ag, FBW7 activator, TEAD-YAP block
> CCOc1ccc(C2Nc3ccccc3NC3=C2C(=O)CC(c2ccccc2)C3)cc1 (stereo not drawn)
 : 0, -0.9, -0.1, -8
> Cc1cc2oc(=O)cc(CN3CCN(C(=O)C4CCCO4)CC3)c2cc1Cl (stereo not drawn)
 : -3, -1.7, 0.0, 1
> O=C(NNC(=S)NCc1ccccc1)c1cccnc1
 : 6, 1.8, 0.1, -7
> CCN1C(=O)/C(=C\c2cc(OC)c(OC)c(OC)c2)SC1=S
 : 10, 1.2, -0.1, -4
> N#Cc1ccc(CC(C#N)c2ccccc2)cc1 (stereo not drawn)
 : 5, 0.2, 0.5, -2
> O=C(c1ccc(F)cc1)N1CCN(Cc2ccccc2C(F)(F)F)CC1
 : 65*, -0.5, -0.2, -1
> Cc1cc(C(=O)Nc2ccc3c(c2)C(=O)NC3=O)ccc1[N+](=O)[O-]
 : -15, -0.3, -0.1, -12
> O=[N+]([O-])c1cccc(CO/N=C/c2ccccc2OC(F)F)c1
 : -6, 1.9, 0.0, -11
> COc1ccc(OCCCC(=O)NCCc2ccc(OC)c(OC)c2)cc1
 : -3, -0.6, 0.1, -2
> COc1ccc(N(CC(=O)NC2CC2)S(=O)(=O)c2ccc(OC)c(OC)c2)cc1
 : -10, -1.5, -0.1, -7
> Cc1cccc(-n2c(-c3cccs3)cn3c4c(=O)n(C)c(=O)n(C)c4nc23)c1
 : 8, -0.5, -0.1, -5
> CCn1cnc2sc(C(=O)Nc3nc4ccc(OC)cc4s3)c(C)c2c1=O
 : 15, -0.7, 0.2, 2
> COc1ccc(NC(=O)CCCSc2nc3ccccc3s2)cc1S(N)(=O)=O
 : -21, -0.1, 0.1, -36
> CCC(C)NC(=O)C1CCN(c2ccc(-c3cccnc3)nn2)CC1 (stereo not drawn)
 : -7, -0.2, 0.2, -5
> O=C1C=C(Nc2ccccc2F)CC(c2ccccc2)C1 (stereo not drawn)
 : -3, -0.5, 0.0, 12
> CC(=O)c1cc(-c2ccc(F)cc2)n(CC(=O)NC2CCCCC2)c1C
 : -1, -0.4, 0.0, 5
> CN1C(=O)C(S(=O)(=O)c2ccc(C(C)(C)C)cc2)C2CC1(C)Oc1ccccc12 (stereo not drawn)
 : 1, 1.5, 0.3, -11
> CCOC(=O)C1CCN(c2nc3ccccc3o2)CC1
 : 9, -1.0, 0.1, -16
> CCOc1ccccc1NC(=O)c1cc2ccccc2o1
 : 3, 0.7, 0.0, -12
> Cc1ccc2nc(Nc3ccc(Br)cc3F)c3nnnn3c2c1
 : 10, 1.1, -0.1, 5

Next entries follow:
molecule	MITF inh	GPR151 ag	FBW7 activator	TEAD-YAP block
Cc1c(-c2csc(N)n2)no[n+]1[O-]	2	0.4	-0.2	-7
Cc1ccc(Cl)cc1N1CCN(C(=O)C(=O)N2CCCCC2)CC1	19	4.0	0.7	0
Cc1noc(C)c1S(=O)(=O)N1CCN(c2nc3ccccc3n2C)CC1	4	1.1	-0.1	7
COC(=O)c1cc(N)c(Cl)s1	21	-0.9	-0.1	-7
CCC(C(=O)Nc1cccc2ccc(OC)nc12)c1ccccc1 (stereo not drawn)	14	1.3	0.6	-7
Cc1cccn2c(=O)c(C=Nc3ccccc3)c(Nc3ccccc3)nc12	9	-0.9	-0.1	1
O=C(/C=C/c1ccc2c(c1)OCO2)Nc1ccccc1C(F)(F)F	-6	0.9	-0.1	-40
CC(C)(C)c1ccc(C(=O)C2CCCN(C(=O)CCN3CCCC3=O)C2)cc1 (stereo not drawn)	11	0.4	0.2	2
Oc1ccccc1-c1nc(N2CCCC2)c2ccccc2n1	0	0.1	0.0	-5
CC(C(=O)NCCn1nnn(-c2ccccc2)c1=O)n1ncc2ccccc2c1=O (stereo not drawn)	-4	0.4	0.0	2
COc1cccc(CN[C@@H]2C[C@@H](C(=O)NC(C)C)N(Cc3ccccc3Cl)C2)c1	2	0.6	0.0	-13
COc1ccc(OC)c(S(=O)(=O)NCCc2cn3ccc(C)cc3n2)c1	-1	0.7	0.0	9
O=C(NCc1ccncc1)C(=O)Nc1ccccc1	-3	-1.1	0.1	-71
COc1ccc(C2(C(=O)NCC3Cc4cccc(-c5cnccn5)c4O3)CCCC2)cc1 (stereo not drawn)	-5	0.5	-0.1	-5
O=C(Nc1ccccc1C(F)(F)F)c1ccc(SCC(=O)N2CCOCC2)c([N+](=O)[O-])c1	-19	-0.8	0.3	-6

Continuation:
molecule	MITF inh	GPR151 ag	FBW7 activator	TEAD-YAP block
CCc1ccccc1NC(=O)c1ccc(F)c(S(=O)(=O)NCc2ccccc2Cl)c1	-22	-1.5	0.0	6
O=C(CCc1c[nH]c2ccccc12)NCC1Cc2cccc(-c3ccncc3)c2O1 (stereo not drawn)	-2	1.8	0.1	8
O=C(O)CCn1c(-c2ccccc2)csc1=Nc1ccccc1	5	-1.5	0.0	-49
CCC[C@@H]1NC(=O)[C@@H]2C[C@H](NC(=O)c3ccc(Cl)cc3)CN2C1=O	-3	-0.3	-0.1	4
O=C1CC[C@@H]2CN(Cc3cccs3)CC[C@@H]2N1Cc1ccc(F)cc1	-11	-0.1	-0.2	-6
O=C(CCN1C(=O)c2ccccc2C1=O)Nc1ccc(Oc2ccccc2)cc1	12	-0.2	-0.1	1
CC1CCCC(NCC(=O)Nc2ccc(N3CCOCC3)cc2)C1C (stereo not drawn)	4	-0.4	0.2	4
CCOC(=O)C1=C(C)NC2=C(C(=O)CC(c3cccs3)C2)C1c1ccc(OC(C)=O)cc1 (stereo not drawn)	16	-1.3	0.2	8
O=C(COc1ccc([N+](=O)[O-])cc1)Nc1ccc(N2CCOCC2)cc1	10	-1.7	0.0	7
COC(=O)CN(C)C(=O)NC12CC3CC(CC(C3)C1)C2	2	-1.2	-0.1	-6
O=C(COc1ccccc1)N1CCN=C1SCc1cccc([N+](=O)[O-])c1	-1	-0.8	0.1	-2
CCCCCc1nc2c(=O)[nH]c3ccccc3c2o1	3	0.1	-0.1	-4
O=C(NCCO)C1CCN(S(=O)(=O)c2ccccc2)CC1	6	0.5	0.4	1
COc1ccc(C(=O)N2N=C(c3c(-c4ccccc4)c4cc(Br)ccc4[nH]c3=O)CC2c2ccc(OC)cc2)cc1 (stereo not drawn)	-7	2.0	-0.2	-1
CC1(C)OC(C)(C)c2nc3ncccc3cc21	18	1.6	0.4	0

Later entries:
molecule	MITF inh	GPR151 ag	FBW7 activator	TEAD-YAP block
CC1=[N+](CC(=O)c2ccccc2)CCn2cccc21	-4	3.8	-0.1	-36
CCC(c1nnnn1C1CCCCC1)N1CCN(c2ccccc2)CC1 (stereo not drawn)	11	-0.4	1.5	6
CC(NS(=O)(=O)c1ccc(CCC(=O)NCc2cccnc2)cc1)c1ccccc1 (stereo not drawn)	1	-0.5	-0.1	5
Cc1c(NC(=O)COc2ccc(Cl)cc2)cccc1-c1nc2ncccc2o1	-1	-0.4	0.1	3
O=CNc1cccc(C(F)(F)F)c1	12	-1.6	-0.2	-7
COc1ccccc1N(CCCN1C(=O)c2cccc3cccc(c23)C1=O)C(C)=O	8	0.6	-0.2	0
COC(=O)c1ccc(/C=C2\C(=N)N(CC(C)C)C(=O)N(C)C2=O)cc1	-4	-0.4	-0.1	1
Cc1cc(NCCc2ccc(O)cc2)nc(NCc2ccc3c(c2)OCO3)n1	11	1.3	0.0	14
Cc1ccc(/C=C/C(=O)CCC(=O)O)cc1	-3	3.4	-0.1	-19
NC(=O)/N=C/c1c(O)c2ccccc2oc1=O	2	0.8	-0.1	1
Cc1ccc(Oc2cc(C#N)c(C#N)cc2-n2nnc3ccccc32)cc1C	-1	-0.3	0.0	8
CCc1c(C)nc(SCC(=O)NNC(C)=O)[nH]c1=O	-4	3.0	0.3	0
CCOC(=O)C1CCN(C(=O)c2ccc(Cl)c([N+](=O)[O-])c2)CC1	8	2.3	0.0	6
O=C(c1ccc(S(=O)(=O)c2ccc(Cl)cc2)cc1)c1ccc(S(=O)(=O)c2ccc(Cl)cc2)cc1	9	0.4	-0.2	1
O=C(O)c1ccc(-c2nc3ccccc3s2)o1	-8	-11	0.0	-27

Individual results from the entries so far:
`Cc1ccc(Oc2cc(C#N)c(C#N)cc2-n2nnc3ccccc32)cc1C` in TEAD-YAP block = 8
`O=C(O)c1ccc(-c2nc3ccccc3s2)o1` in TEAD-YAP block = -27
`CCc1c(C)nc(SCC(=O)NNC(C)=O)[nH]c1=O` in FBW7 activator = 0.3
`O=C(c1ccc(S(=O)(=O)c2ccc(Cl)cc2)cc1)c1ccc(S(=O)(=O)c2ccc(Cl)cc2)cc1` in GPR151 ag = 0.4
`Cc1c(NC(=O)COc2ccc(Cl)cc2)cccc1-c1nc2ncccc2o1` in GPR151 ag = -0.4

Continued:
molecule	MITF inh	GPR151 ag	FBW7 activator	TEAD-YAP block
O=C(COc1ccccc1)Nc1ccc(NC(=O)c2ccco2)cc1	4	-1.3	-0.1	-3
CS/C(=N\S(=O)(=O)c1cccs1)Nn1cnnc1	8	4.2	0.0	-3
O=C(Nc1cccc(O)c1)c1cccs1	9	-0.7	0.1	21
O=c1[nH]c2ccccc2n2c(=Nc3ccccc3)sc(-c3ccccc3)c12	4	-0.2	0.5	13
C#CCN1C(=O)C2C(C(=O)NC)C3C=CC2(O3)C1C(=O)NCc1ccc(OC)cc1 (stereo not drawn)	10	-0.6	-0.2	-42
CN(C)C(=O)c1nc2ccc(Cl)cn2c1CNCC1(c2ccccc2)CC1(C)C (stereo not drawn)	-2	-0.2	0.0	1
CC(C(=O)Nc1ccc(C(=O)O)cc1)N1C(=O)c2ccccc2C1=O (stereo not drawn)	3	0.5	-0.1	0
O=C(CC1C(=O)NCCN1Cc1ccc(F)cc1)NCCn1ccnc1 (stereo not drawn)	-2	0.5	-0.2	-9
COc1ccc2c(c1)/C(=c1/sc3n(c1=O)CN(c1ccccc1)CN=3)C(=O)N2	-6	-0.5	0.0	-2
NC1=NC(=O)/C(=C\c2ccc([N+](=O)[O-])o2)S1	80*	0.6	-0.1	1
CN(C)c1ccc(-n2cccc2)cc1	16	0.0	0.1	-11
COCCNC(=O)C1CSC(c2ccccc2)N1C(=O)Nc1ccccc1OC (stereo not drawn)	15	-1.1	-0.2	2
CC1CN(C(=O)COC(=O)c2ccc3c(c2N)C(=O)c2ccccc2C3=O)CC(C)O1 (stereo not drawn)	5	-0.5	0.0	6
CC(=O)c1cccc(-c2nccc(NCc3nc4ccccc4[nH]3)n2)c1	11	-0.6	0.0	-4
COc1cccc(C(=O)Nc2c3c(nn2-c2cccc(C)c2C)CS(=O)(=O)C3)c1OC	6	-0.4	0.1	-13

Given as labelled records: entries from further up
CC1CN(C(=O)COC(=O)c2ccc3c(c2N)C(=O)c2ccccc2C3=O)CC(C)O1 (stereo not drawn)
  MITF inh = 5
  GPR151 ag = -0.5
  FBW7 activator = 0.0
  TEAD-YAP block = 6

CC(=O)c1cccc(-c2nccc(NCc3nc4ccccc4[nH]3)n2)c1
  MITF inh = 11
  GPR151 ag = -0.6
  FBW7 activator = 0.0
  TEAD-YAP block = -4

COc1cccc(C(=O)Nc2c3c(nn2-c2cccc(C)c2C)CS(=O)(=O)C3)c1OC
  MITF inh = 6
  GPR151 ag = -0.4
  FBW7 activator = 0.1
  TEAD-YAP block = -13
